Bioassay records: PubChem BioAssay, Broad Institute
Mtb BioA inh: M. tuberculosis BioA enzyme inhibitors, primary screen, biochemical, plate reader, single point, HTS; hit rate 0.096% among 360,000; purified M. tuberculosis BioA enzyme; 7,8-diaminopelargonic acid synthase BioA (Mycobacterium tuberculosis); inhibition, % at 9.99 µM; AID 602481, 2012; in the data active = inhibition above about 40%
The depositor's hits bear a star. An excerpt; rates above refer to the full screens.

Start of the data: the first 3 records (preview)
SMILES	Mtb BioA inh
CCC(=O)N1[C@@H](CO)[C@@H](c2ccccc2)[C@@H]1CN(C)C(=O)c1ccccc1F	0.2
Cc1noc(C)c1NC(=O)N(C)C[C@@H]1Oc2ccc(NS(C)(=O)=O)cc2CC(=O)N([C@H](C)CO)C[C@@H]1C	-1.8
C[C@H]1CN([C@@H](C)CO)C(=O)Cc2cc(NC(=O)Nc3cccc4ccccc34)ccc2O[C@H]1CN(C)S(=O)(=O)c1ccc(F)cc1	-0.7

Main list (from the top)
SMILES	Mtb BioA inh
CCC(=O)N1[C@@H](CO)[C@@H](c2ccccc2)[C@@H]1CN(C)C(=O)c1ccccc1F	0.2
Cc1noc(C)c1NC(=O)N(C)C[C@@H]1Oc2ccc(NS(C)(=O)=O)cc2CC(=O)N([C@H](C)CO)C[C@@H]1C	-1.8
C[C@H]1CN([C@@H](C)CO)C(=O)Cc2cc(NC(=O)Nc3cccc4ccccc34)ccc2O[C@H]1CN(C)S(=O)(=O)c1ccc(F)cc1	-0.7
CCC(=O)N(C)C[C@@H]1Oc2cc(-c3ccc(F)cc3)ccc2S(=O)(=O)N([C@@H](C)CO)C[C@H]1C	0.3
C[C@@H]1CN([C@H](C)CO)C(=O)c2cc(NC(=O)Nc3cccc4ccccc34)ccc2O[C@@H](C)CCCCO[C@H]1CN(C)Cc1ccncc1	5.2
Cc1ccc(S(=O)(=O)N(C)C[C@@H]2OCCCC[C@H](C)Oc3ccc(NS(=O)(=O)c4c(C)noc4C)cc3C(=O)N([C@@H](C)CO)C[C@H]2C)cc1	-0.9
O=S(=O)(c1ccccc1F)N1CCCCN2[C@H](C1)[C@@H](c1ccc(-c3cncnc3)cc1)[C@@H]2CO	3.6
CC=Cc1ccc2n(c1=O)C[C@H]1[C@H](CO)[C@@H](C(=O)NCCc3ccncc3)N(CCC(F)(F)F)[C@@H]21 (mixture of isomers)	-0.2
O=C(Nc1ccccc1F)N[C@@H]1CC[C@H](CCNC(=O)C2CCC2)O[C@H]1CO	-1.0
C[C@H]1CN([C@@H](C)CO)C(=O)CCCn2cc(nn2)CO[C@H]1CN(C)S(=O)(=O)c1cn(C)cn1	-0.3
O=C(C[C@H]1C[C@@H]2c3cc(NC(=O)C4CCC4)ccc3O[C@@H]2[C@@H](CO)O1)NCc1ccncc1	0.7
Cc1noc(C)c1NC(=O)Nc1cccc2c1O[C@@H](CN(C)Cc1ccc(C(=O)O)cc1)[C@H](C)CN([C@H](C)CO)C2=O	-1.5
C[C@H](CO)N1C[C@H](C)[C@@H](CN(C)C)Oc2cc(C#Cc3ccccn3)ccc2S1(=O)=O	3.3
O=C(NCc1ccncc1)[C@H]1N[C@H]2c3ccc(/C=C/c4ccccc4)c(=O)n3C[C@H]2[C@@H]1CO	0.7
C[C@H](CO)N1C[C@H](C)[C@@H](CN(C)CC2CC2)Oc2ccc(NC(=O)Cn3cnnn3)cc2CC1=O	-2.0
Cc1ccc(S(=O)(=O)N(C)C[C@@H]2Oc3ccc(NC(=O)Nc4c(C)noc4C)cc3CC(=O)N([C@H](C)CO)C[C@H]2C)cc1	-0.6
CO[C@@H]1CN(C)C(=O)c2cc(NC(=O)C3CCC3)ccc2OC[C@@H](C)N(Cc2cccnc2)C[C@H]1C	1.1
O=[N+]([O-])c1ccc(C(O)CC(O)CSc2nc(-c3ccccc3)c(-c3ccccc3)o2)cc1 (configuration not stated)	-2.8
CCC(=O)N1C[C@H](C)[C@@H](OC)CN(C)C(=O)c2ccc(NC(=O)c3ccccc3)cc2OC[C@@H]1C	0.6
C[C@@H]1CCCCO[C@H](CN(C)C(=O)Nc2ccccc2)[C@@H](C)CN([C@@H](C)CO)C(=O)c2cc(N(C)C)ccc2O1	-0.8
C[C@H](CO)N1C[C@H](C)[C@@H](CN(C)C(=O)Nc2ccccc2F)Oc2ncc(/C=C/c3ccccc3)cc2C1=O	0.4
O=S(=O)(c1ccccc1)N1CCCCN2[C@H](C1)[C@@H](c1ccc(-c3ccccc3F)cc1)[C@@H]2CO	-0.7
C[C@@H]1CN([C@H](C)CO)C(=O)Cc2cc(NS(=O)(=O)c3ccc(Cl)cc3)ccc2O[C@H]1CN(C)CC1CC1	3.7
CCN(C[C@@H]1[C@@H](c2ccccc2)[C@H](CO)N1S(C)(=O)=O)C(=O)C1CCCC1	-8.0
C[C@@H]1CCCCO[C@H](CN(C)C(=O)CCC(F)(F)F)[C@@H](C)CN([C@H](C)CO)C(=O)c2cc(NC(=O)CCCCCC(=O)Nc3ccccc3N)ccc2O1	4.9
CCN1[C@H](C(=O)NCc2ccncn2)[C@@H](CO)[C@@H]2Cn3c(ccc(-c4ccc(F)cc4)c3=O)[C@@H]21	0.2
COc1cccc(NC(=O)N(C)C[C@@H]2Oc3cc(C#Cc4ccncc4)ccc3S(=O)(=O)N([C@H](C)CO)C[C@@H]2C)c1	3.2
O=C(NC1CCCC1)[C@@H]1[C@@H](CO)[C@@H]2Cn3c(cccc3=O)[C@H]1N2Cc1cc(F)ccc1F	0.2
C[C@H]1CN([C@@H](C)CO)C(=O)Cc2cc(NC(=O)C3CCCCC3)ccc2O[C@H]1CN(C)S(=O)(=O)c1ccccc1	0.5
C[C@H]1CN([C@@H](C)CO)C(=O)c2cc(C3=CCCCC3)cnc2O[C@H]1CN(C)Cc1cccc(F)c1	0.1
C[C@@H]1CCCCO[C@H](CN(C)S(=O)(=O)c2ccc(Cl)cc2)[C@H](C)CN([C@@H](C)CO)C(=O)c2cc(NC(=O)Nc3ccc(F)cc3)ccc2O1	-2.7
COc1cccc(NC(=O)N(C)C[C@H]2Oc3cc(-c4ccccc4F)ccc3S(=O)(=O)N([C@H](C)CO)C[C@@H]2C)c1	1.4
COc1ccc(S(=O)(=O)Nc2cccc3c2O[C@H](CN(C)Cc2ccc(-c4ccccc4)cc2)[C@@H](C)CN([C@@H](C)CO)C3=O)cc1	1.1
O=C(NCC[C@H]1CC[C@H](NC(=O)c2ccccc2F)[C@H](CO)O1)c1cnccn1	-3.9
COc1ccc(S(=O)(=O)Nc2ccc3c(c2)C(=O)N([C@@H](C)CO)C[C@H](C)[C@@H](CN(C)S(=O)(=O)c2cccs2)O3)cc1	3.7
CCCNC(=O)[C@H]1[C@H](CO)[C@H]2Cn3c(cccc3=O)[C@@H]1N2Cc1ccccc1	-0.6
C[C@H]1CN([C@@H](C)CO)C(=O)c2cc(-c3cccc(C#N)c3)cnc2O[C@@H]1CN(C)Cc1ccc(F)cc1	0.2
C[C@@H]1CCCCO[C@@H](CN(C)C(=O)NC2CCCCC2)[C@@H](C)CN([C@@H](C)CO)C(=O)c2cc(NS(=O)(=O)c3ccc(Cl)cc3)ccc2O1	2.1
C[C@@H]1CN([C@H](C)CO)C(=O)c2cc(NS(=O)(=O)c3ccccc3)ccc2O[C@@H]1CN(C)Cc1ccc(Cl)c(Cl)c1	-2.4
CC(=O)N1[C@@H](CO)[C@H](c2ccccc2)[C@@H]1CN(C(=O)c1ccccc1)C(C)C	-4.1

Two neighbouring compounds already listed, quoted:
SMILES	Mtb BioA inh
C[C@@H]1CN([C@H](C)CO)C(=O)c2cc(NS(=O)(=O)c3ccccc3)ccc2O[C@@H]1CN(C)Cc1ccc(Cl)c(Cl)c1	-2.4
CC(=O)N1[C@@H](CO)[C@H](c2ccccc2)[C@@H]1CN(C(=O)c1ccccc1)C(C)C	-4.1

The listing continues.
SMILES	Mtb BioA inh
COc1cccc(C(=O)N2C[C@@H]3[C@H](c4ccccc42)[C@H](CO)N3Cc2cccnc2)c1	-5.1
O=C(NCC[C@@H]1CC[C@@H](NS(=O)(=O)Cc2ccccc2)[C@@H](CO)O1)C1CCCCC1	-1.9
O=C(O)[C@H]1[C@H](CO)[C@H]2Cn3c(ccc(C4=CCCCC4)c3=O)[C@@H]1N2C(=O)Cc1ccccn1	-0.2
C[C@@H]1CCCCO[C@@H](CN(C)S(C)(=O)=O)[C@H](C)CN([C@@H](C)CO)C(=O)c2cc(NC(=O)Nc3ccc(C(F)(F)F)cc3)ccc2O1	1.3
O=C(C[C@@H]1CC[C@@H]2[C@H](COC[C@H](O)CN2C(=O)Nc2ccc(Cl)cc2)O1)NCc1ccncn1	-0.1
C[C@H](CO)N1C[C@H](C)[C@@H](CN(C)Cc2cccc(C(=O)O)c2)OCc2cn(nn2)CCCC1=O	-3.4
C[C@H](NC(=O)C[C@@H]1CC[C@H](NC(=O)c2cccnc2)[C@@H](CO)O1)c1ccccc1	-0.7
CO[C@H]1CN(C)C(=O)c2cc(NC(C)=O)ccc2OC[C@H](C)N(CCC(F)(F)F)C[C@H]1C	-2.3
CC(C)NC(=O)N1[C@H](C#N)[C@H](c2ccc(-c3ccc(F)cc3)cc2)[C@@H]1CO	0.7
O=C(C[C@H]1CC[C@H]2[C@@H](COC[C@@H](O)CN2Cc2ccc3c(c2)OCO3)O1)Nc1ccccc1	0.0
COc1ccc(C#Cc2ccc3c(c2)[C@H]2[C@H](CCN2C(=O)CN2CCOCC2)[C@H](CO)N3C)cc1	-2.0
CO[C@H]1CN(C)C(=O)c2cc(NC(=O)C3CCC3)ccc2OC[C@H](C)N(Cc2ccc(F)cc2)C[C@H]1C	-0.6
CCC(=O)Nc1ccc2c(c1)OC[C@H](C)N(C(=O)CC1CC1)C[C@H](C)[C@@H](OC)CN(C)C2=O	-3.5
C[C@H]1CN([C@@H](C)CO)C(=O)c2cc(NC(=O)Nc3ccc4c(c3)OCO4)ccc2O[C@H]1CN(C)C(=O)Nc1ccc(F)cc1	-2.4
C[C@@H]1CN([C@H](C)CO)C(=O)c2cc(NC(=O)CCN3CCOCC3)ccc2O[C@@H]1CN(C)CC1CCCCC1	0.2
C[C@H](CO)N1C[C@H](C)[C@@H](CN(C)S(=O)(=O)c2ccc(F)cc2)OCCCC[C@H](C)Oc2ccc(NS(=O)(=O)c3cn(C)cn3)cc2C1=O	-0.1
COCC#Cc1cnc2c(c1)C(=O)N([C@@H](C)CO)C[C@H](C)[C@@H](CN(C)Cc1ccc3c(c1)OCO3)O2	2.0
O=C(C[C@@H]1CC[C@@H]2[C@H](COC[C@H](O)CN2C(=O)c2ccccc2F)O1)NCc1ccccc1	-1.2
C[C@@H]1CN([C@H](C)CO)C(=O)Cc2cc(NC(=O)Cn3cnnn3)ccc2O[C@@H]1CN(C)C	-0.8
Cc1ccc(S(=O)(=O)N(C)C[C@H]2Oc3c(NS(=O)(=O)c4ccc(Cl)cc4)cccc3C(=O)N([C@@H](C)CO)C[C@@H]2C)cc1	0.4
CC(=O)N1[C@@H]2c3ccc(-c4ccccc4)c(=O)n3C[C@@H]2[C@@H](CO)[C@@H]1C(=O)NC1CCC1	-0.8
C[C@H](CO)N1C[C@H](C)[C@H](CN(C)C(=O)Cc2ccncc2)Oc2cc(C3=CCCC3)ccc2S1(=O)=O	4.0
CO[C@@H]1CN(C)C(=O)c2ccc(NC(=O)c3ccc4c(c3)OCO4)cc2OC[C@H](C)N(CC2CC2)C[C@@H]1C	0.5
C[C@@H]1CN([C@@H](C)CO)C(=O)c2cc(NC(=O)NC3CCCCC3)ccc2O[C@@H](C)CCCCO[C@H]1CN(C)C(=O)c1ccccc1	1.6
C[C@H](CO)N1C[C@H](C)[C@H](CN(C)S(=O)(=O)c2cn(C)cn2)OCCCC[C@H](C)Oc2ccc(NC(=O)c3ccccc3)cc2C1=O	1.2
CCCNC(=O)N(C)C[C@@H]1[C@@H](c2ccccc2)[C@H](CO)N1C(=O)c1ccccc1	-2.8
CN1c2ccc(Br)cc2[C@@H]2[C@@H](CCN2C(=O)Cc2ccccc2)[C@H]1CO	6.4
N#C[C@@H]1[C@@H](c2ccccc2)[C@@H](CO)N1C(=O)c1cc(Cl)cc(Cl)c1	12
COc1ccc(-c2ccc3c(c2)[C@H]2[C@H](CCN2S(=O)(=O)c2ccccc2C)[C@@H](CO)N3)cc1	-2.6
C[C@H]1CN([C@@H](C)CO)C(=O)c2cc(C#CC(C)(C)O)cnc2O[C@@H]1CN(C)Cc1cncnc1	-3.0
C[C@@H]1CN([C@@H](C)CO)S(=O)(=O)c2ccc(C#CC(C)(C)O)cc2O[C@H]1CN(C)C(=O)CC1CC1	0.6
CNC[C@@H]1Oc2c(NS(=O)(=O)c3ccc(OC)cc3)cccc2C(=O)N([C@H](C)CO)C[C@H]1C	0.3
O=C(NC1CCCC1)N1CCCCN2[C@H](CO)[C@@H](c3ccc(-c4cncnc4)cc3)[C@@H]2C1	3.0
O=C(c1ccccn1)N1C[C@@H]2[C@H](c3ccccc31)[C@@H](CO)N2C(=O)Nc1ccccc1F	-3.6
C[C@@H]1CCCCO[C@H](CN(C)C(=O)c2ccccc2)[C@@H](C)CN([C@@H](C)CO)C(=O)c2cc(NC(=O)Cc3ccccc3)ccc2O1	0.5
CCCNC(=O)Nc1ccc2c(c1)C(=O)N(C)[C@H]1CC[C@H](CC(=O)NCCCN(C)C)O[C@H]1CO2	-2.4
C/C=C/c1ccc([C@@H]2[C@H](CO)N(C(=O)CC)[C@H]2CNC(=O)c2ccncc2)cc1	1.7
CC(C)(C)[S@](=O)N1Cc2cc(C(=O)NCc3ccncc3)nc(-c3cccc(-c4ccncc4)c3)c2[C@@H]1CCO	3.1
Cc1noc(C)c1NC(=O)Nc1ccc2c(c1)CC(=O)N([C@H](C)CO)C[C@@H](C)[C@@H](CN(C)Cc1ccccc1)O2	0.3
C[C@H](CO)N1C[C@H](C)[C@@H](CN(C)Cc2ccc(C(=O)O)cc2)Oc2ccc(NC(=O)CCC(F)(F)F)cc2CC1=O	-2.2

In the list so far, these have a cyano group:
SMILES	Mtb BioA inh
C[C@H]1CN([C@@H](C)CO)C(=O)c2cc(-c3cccc(C#N)c3)cnc2O[C@@H]1CN(C)Cc1ccc(F)cc1	0.2
CC(C)NC(=O)N1[C@H](C#N)[C@H](c2ccc(-c3ccc(F)cc3)cc2)[C@@H]1CO	0.7
N#C[C@@H]1[C@@H](c2ccccc2)[C@@H](CO)N1C(=O)c1cc(Cl)cc(Cl)c1	12

Quoted from the listing:
Mtb BioA inh with `C[C@H](CO)N1C[C@H](C)[C@@H](CN(C)Cc2ccc(C(=O)O)cc2)Oc2ccc(NC(=O)CCC(F)(F)F)cc2CC1=O` → -2.2
Mtb BioA inh with `N#C[C@@H]1[C@@H](c2ccccc2)[C@@H](CO)N1C(=O)c1cc(Cl)cc(Cl)c1` → 12
Mtb BioA inh with `CNC[C@@H]1Oc2c(NS(=O)(=O)c3ccc(OC)cc3)cccc2C(=O)N([C@H](C)CO)C[C@H]1C` → 0.3
Mtb BioA inh with `CCCNC(=O)Nc1ccc2c(c1)C(=O)N(C)[C@H]1CC[C@H](CC(=O)NCCCN(C)C)O[C@H]1CO2` → -2.4
